Screens from PubChem.
STK33 inh: inhibitors of human STK33 kinase; Q9BYT3; ADP-Glo luminescence, MBP substrate; inhibition, % at 12.5 µM; 27,000 compounds, 0.44% hits; AID 2322; in the data active means inhibition above about 20%; inconclusive means no clear call, values can overlap the other calls
Target sequence (Q9BYT3 whole entry, looked up): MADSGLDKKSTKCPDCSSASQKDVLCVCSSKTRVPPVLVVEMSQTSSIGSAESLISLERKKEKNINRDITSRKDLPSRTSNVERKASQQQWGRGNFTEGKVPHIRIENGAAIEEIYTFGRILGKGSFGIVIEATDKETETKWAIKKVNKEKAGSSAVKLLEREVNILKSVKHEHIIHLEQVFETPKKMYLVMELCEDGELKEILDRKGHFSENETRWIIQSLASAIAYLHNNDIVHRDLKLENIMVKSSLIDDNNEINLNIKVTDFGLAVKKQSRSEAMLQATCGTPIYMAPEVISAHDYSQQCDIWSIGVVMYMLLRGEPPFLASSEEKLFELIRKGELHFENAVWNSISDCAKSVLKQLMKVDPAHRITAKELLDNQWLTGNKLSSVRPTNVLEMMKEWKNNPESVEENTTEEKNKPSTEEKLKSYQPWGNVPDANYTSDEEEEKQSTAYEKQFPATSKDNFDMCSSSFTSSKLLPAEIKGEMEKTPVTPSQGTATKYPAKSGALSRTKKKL
mut p53 react: re-activators of the mutant p53 pathway | SW480 PUMA-promoter luciferase, p53 mutant reactivation | activation, % at 9.98 µM | 28,000 compounds, 1.5% hits | AID 624151; in the data active means activation above about 52%; inconclusive means no clear call, values can overlap the other calls
Numbers without * were called inactive; u = inconclusive; x = not tested or not shown.

structure	mut p53 react	STK33 inh
COc1cc2c(cc1OC)CN(S(=O)(=O)c1ccc3c(c1)CCC(C)(C)O3)CC2	-1.2	x
COC(=O)c1ccc(NC(=O)CN(c2ccc(C)cc2C)S(C)(=O)=O)cc1	18.7	6.4
O=C(C[C@H]1C[C@@H]2c3cc(NS(=O)(=O)c4ccc(F)cc4)ccc3O[C@@H]2[C@@H](CO)O1)NCc1cccc(F)c1	-7.8	x
C[C@H](CO)N1C[C@H](C)[C@H](CN(C)CC2CC2)Oc2ccc(NS(=O)(=O)c3ccc(F)cc3)cc2C1=O	x	0.7
COc1ccc(NC(=O)N(C)C[C@@H]2Oc3cc(-c4ccncc4)ccc3S(=O)(=O)N([C@H](C)CO)C[C@@H]2C)cc1	-3.8	x
CCn1c(SCC(=O)Nc2ccc([N+](=O)[O-])cc2C)nnc1-c1ccc(Br)cc1	-12.6	9.1
CNC[C@@H]1Oc2ccc(NC(=O)Nc3cccc4ccccc34)cc2CC(=O)N([C@@H](C)CO)C[C@H]1C	0.5	x
COc1ccc(NC(=O)N(C)C[C@H]2Oc3ncc(C#CCN(C)C)cc3C(=O)N([C@H](C)CO)C[C@H]2C)cc1	12.3	x
C[C@H](CO)N1C[C@H](C)[C@H](CN(C)C(=O)Nc2cccc(Oc3ccccn3)c2)OCc2cn(nn2)CCCC1=O	3.4	0.5
C[C@@H]1CN([C@H](C)CO)C(=O)c2cc(NS(C)(=O)=O)ccc2O[C@@H]1CN(C)CC1CCCCC1	x	-1.4
C[C@@H]1CN([C@H](C)CO)C(=O)Cc2cc(NC(=O)Nc3ccc4c(c3)OCO4)ccc2O[C@@H]1CN(C)S(=O)(=O)c1cn(C)cn1	x	0.0
CC(C)NC(=O)Nc1ccc2c(c1)C(=O)N([C@@H](C)CO)C[C@H](C)[C@H](CN(C)Cc1ccc(C(=O)O)cc1)OCCCC[C@H](C)O2	-7.9	x
COC(=O)c1ccccc1NC(=O)c1ccc(N(C)S(=O)(=O)c2ccc(OC)c(OC)c2)cc1	2.8	-0.3
CC(C)NC(=O)N(C)C[C@@H]1Oc2ccc(NC(=O)Nc3ccc4c(c3)OCO4)cc2CC(=O)N([C@H](C)CO)C[C@H]1C	5.2	0.2
Cc1ccc(S(=O)(=O)Nc2ccc3c(c2)C(=O)N([C@H](C)CO)C[C@@H](C)[C@H](CN(C)Cc2ccncc2)O3)cc1	3.7	x
CNC[C@@H]1Oc2ccc(NC(=O)Nc3ccc(F)cc3)cc2C(=O)N([C@@H](C)CO)C[C@@H]1C	13.2	x
COc1ccc(S(=O)(=O)N(C)C[C@@H]2Oc3ccc(NC(=O)C4CC4)cc3C(=O)N([C@H](C)CO)C[C@@H]2C)cc1	-1.1	0.7
COc1ccc(Cl)cc1NC(=O)CC(C(=O)O)N1CCNCC1 (configuration not stated)	11.4	2.3
CSc1nnc(-c2cc(Cl)ccc2NC(C)=O)c(=O)[nH]1	-8.8	-2.2
CCOc1ccc(NC(=O)C(C)O)c([N+](=O)[O-])c1 (configuration not stated)	u	-0.2

Next part
structure	mut p53 react	STK33 inh
CCOC(=O)c1ccc(CNS(=O)(=O)c2c(C)ccc3nsnc23)o1	-1.8	3.3
COc1ccc(NC(=O)N(C)C[C@@H]2Oc3ccc(NC(=O)Cc4ccccc4)cc3C(=O)N([C@@H](C)CO)C[C@@H]2C)cc1	x	-0.4
CCCC1=C(C(=O)OCC)C(c2ccco2)n2ncnc2N1 (configuration not stated)	-1.7	3.4
C[C@H](CO)N1C[C@H](C)[C@H](CN(C)S(=O)(=O)c2cn(C)cn2)Oc2ccc(NS(=O)(=O)c3ccc(F)cc3)cc2C1=O	x	1.3
C[C@H](CO)N1C[C@H](C)[C@H](CN(C)C(=O)Nc2ccccc2)Oc2ncc(Br)cc2C1=O	8.4	-0.6
CCOC(=O)c1cnc2c(C(F)(F)F)cccc2c1NCCCN1CCOCC1	19.9	-3.8
C[C@@H]1CN([C@H](C)CO)C(=O)Cc2cc(NC(=O)CCN3CCOCC3)ccc2O[C@H]1CN(C)CC1CCCCC1	x	2.8
Cc1ccc(C)c(-n2nnnc2SCC(=O)Nc2ccc(F)cc2)c1	14.1	1.0
C[C@H](CO)N1C[C@H](C)[C@H](CN(C)C(=O)Nc2cccc3ccccc23)Oc2ncc(-c3cccc(F)c3)cc2C1=O	x	2.9
O=C1c2ccccc2C(=O)N1CCCn1c2ccccc2c2nc3ccc([N+](=O)[O-])cc3cc21	9.4	-1.6
Cc1ccc(S(=O)(=O)NC2c3cccc4cccc(c34)C2Sc2n[nH]c(N)n2)cc1 (configuration not stated)	-13.4	2.8
O=C(COc1ccc([N+](=O)[O-])cc1)Nc1ccncc1	9.1	-1.3
C[C@@H]1CN([C@H](C)CO)C(=O)c2cc(NC(=O)Nc3ccc4c(c3)OCO4)ccc2O[C@@H]1CN(C)CC1CCCCC1	1.5	x
C[C@@H]1CN([C@H](C)CO)C(=O)c2cc(NC(=O)c3ccncc3)ccc2O[C@H]1CN(C)C(=O)Nc1ccc(F)cc1	5.3	x
COc1cccc(NC(=O)CCc2nc(-c3ccc(OC)c(OC)c3)no2)c1	-2.5	-1.7
COc1ccc(S(=O)(=O)Nc2ccc3c(c2)C(=O)N([C@H](C)CO)C[C@H](C)[C@H](CN(C)C(=O)c2ccccc2)OCCCC[C@@H](C)O3)cc1	x	-0.2
COc1ccccc1NC(=O)c1ccc(OCC(=O)Nc2cc(Cl)cc(Cl)c2)cc1	-33.6	-1.1
O=C(NCCCNc1ccc(C(F)(F)F)cc1[N+](=O)[O-])c1ccc(F)cc1	9.1	-3.7
COC(=O)Cc1cc(=O)n(-c2nc3ccccc3s2)[nH]1	-9.1	-4.1
Cc1ccc(-c2csc3nnc(SCC(=O)c4ccc(Cl)c(Cl)c4)n23)cc1	-0.8	0.6

Continuation:
structure	mut p53 react	STK33 inh
C=CCNC(=O)[C@H]1[C@@H]2C(=O)O[C@@H](c3ccccc3)[C@@H](c3ccccc3)N2[C@@H](c2ccccc2OCCO)[C@]12C(=O)Nc1ccc(C#CC3=CCCCC3)cc12	x	10.9
COc1ccc(S(=O)(=O)N(C)CC(=O)Nc2ccc3c(c2)OCCO3)cc1C	0.0	1.9
C[C@H]1CN([C@@H](C)CO)C(=O)c2cccc(NS(C)(=O)=O)c2O[C@@H]1CN(C)C(=O)Nc1ccc(F)cc1	x	-0.8
COc1cc(NC(=O)COc2ccc(I)cc2)c(C(=O)O)cc1OC	-8.8	5.8
COc1cccc(CN(C)C[C@@H]2OCc3cnnn3CCCC(=O)N([C@H](C)CO)C[C@H]2C)c1	x	-3.1
Cc1ccc(S(=O)(=O)N(C)C[C@H]2Oc3c(NS(=O)(=O)c4ccc(F)cc4)cccc3C(=O)N([C@H](C)CO)C[C@@H]2C)cc1	3.5	x
COc1ccc(OCC(=O)Nc2cccc(-c3nnc4c5ccccc5c(C)nn34)c2)cc1	101.2*	6.6
COc1ccc(C2NC(=S)NC(C)=C2C(=O)Nc2cc(OC)c(Cl)cc2OC)c(OC)c1 (configuration not stated)	6.3	2.4
C[C@@H]1CN([C@H](C)CO)C(=O)Cc2cc(NC(=O)Cn3cnnn3)ccc2O[C@@H]1CN(C)C(=O)Nc1cccc2ccccc12	-4.0	1.0
Cc1noc(C)c1NC(=O)N(C)C[C@H]1Oc2ccc(NS(=O)(=O)c3cn(C)cn3)cc2CC(=O)N([C@@H](C)CO)C[C@@H]1C	-1.2	-0.7
CCn1c(SCC(=O)c2cccc([N+](=O)[O-])c2)nnc1-c1ccccc1F	8.3	-0.1
COc1ccc(NC(=O)C2CCCN(S(=O)(=O)c3ccc(C)cc3)C2)cc1OC (configuration not stated)	-4.7	-1.9
Cc1noc(C)c1NC(=O)N(C)C[C@H]1Oc2ccc(NC(=O)C3CCCCC3)cc2CC(=O)N([C@@H](C)CO)C[C@H]1C	x	1.2
O=C(CSc1nnc(-c2ccc(Cl)cc2)o1)c1cccc([N+](=O)[O-])c1	2.7	-8.0
O=C(c1cccs1)n1nc(-c2ccc(Cl)cc2)nc1NCc1ccco1	101.8*	-1.8
O=C(C[C@H]1C[C@H]2c3cc(NC(=O)Nc4ccc(C(F)(F)F)cc4)ccc3O[C@H]2[C@@H](CO)O1)NCc1ccc(Cl)cc1	1.2	x
O=C(OCc1ccccc1[N+](=O)[O-])c1cccc(-c2nnc(-c3ccccc3)o2)c1	-6.1	5.8
C[C@@H]1CN([C@H](C)CO)C(=O)CCCn2cc(nn2)CO[C@@H]1CN(C)C(=O)C1CC1	-3.5	0.1
CC(C)NC(=O)Nc1ccc2c(c1)C(=O)N([C@H](C)CO)C[C@H](C)[C@@H](CN(C)C(=O)Nc1cccc3ccccc13)OCCCC[C@@H](C)O2	x	-1.4
Cc1nnc(SCC(=O)Nc2cc(Cl)cc(Cl)c2)n1-c1ccccc1	-0.1	6.0

Next part:
structure	mut p53 react	STK33 inh
CC(C)NC(=O)Nc1ccc2c(c1)CC(=O)N([C@@H](C)CO)C[C@H](C)[C@H](CN(C)Cc1ccncc1)O2	x	1.6
Cc1noc(C)c1NC(=O)N(C)C[C@@H]1Oc2ccc(NC(=O)Cn3cnnn3)cc2C(=O)N([C@@H](C)CO)C[C@H]1C	-3.7	x
CCOC(=O)CSc1ncnc2c1sc1nc3c(cc12)COC(C)(C)C3	-16.7	0.4
COc1ccc(NC(=O)N(C)C[C@H]2Oc3c(cccc3N(C)C)C(=O)N([C@@H](C)CO)C[C@H]2C)cc1	3.8	x
COc1ccccc1CNC(=O)C[C@@H]1C[C@H]2c3cc(NC(=O)c4cccnc4)ccc3O[C@H]2[C@H](CO)O1	5.0	x
Cc1ccc(-c2csc(Cc3nc(-c4cc5ccccc5oc4=O)cs3)n2)cc1	-14.8	2.4
C[C@@H]1CN([C@H](C)CO)S(=O)(=O)c2ccc(-c3ccc(F)cc3)cc2O[C@@H]1CN(C)CC1CC1	-8.5	x
C[C@H](CO)N1C[C@H](C)[C@H](CN(C)C(=O)Nc2ccc3c(c2)OCO3)Oc2ccc(NC(=O)Nc3cccc4ccccc34)cc2CC1=O	x	-4.8
C[C@H]1CN([C@@H](C)CO)C(=O)Cc2cc(NS(C)(=O)=O)ccc2O[C@@H]1CN(C)C(=O)Nc1ccccc1	-3.6	-1.5
CN(CC(=O)Nc1cc(Cl)ccc1O)S(=O)(=O)c1ccc(Cl)cc1	-9.5	1.8
C[C@H]1CN([C@@H](C)CO)C(=O)Cc2cc(NS(=O)(=O)c3ccc(Cl)cc3)ccc2O[C@H]1CN(C)C(=O)Nc1cccc2ccccc12	x	0.4
CC(C)C(NCCC(O)c1ccc(Br)cc1)C(=O)O (configuration not stated)	8.6	2.7
O=C(Nc1sc2c(c1C(=O)NCc1ccco1)CCCC2)c1ccccc1[N+](=O)[O-]	-1.1	0.8
COCC#Cc1cnc2c(c1)C(=O)N([C@H](C)CO)C[C@@H](C)[C@H](CN(C)Cc1ccccc1F)O2	3.7	x
COc1ccc(NC(=O)N(C)C[C@H]2Oc3ccc(NS(C)(=O)=O)cc3CC(=O)N([C@H](C)CO)C[C@H]2C)cc1	x	-0.4
Cc1cccc(OCC(=O)Nc2cccc(-c3nnc(-c4ccccc4)o3)c2)c1	90.9*	7.7
COc1ccc(CN(C)C[C@@H]2Oc3ccc(NC(=O)Cc4cn(C)c5ccccc45)cc3CC(=O)N([C@H](C)CO)C[C@@H]2C)cc1	-13.7	-1.1
C[C@@H]1CN([C@@H](C)CO)C(=O)Cc2cc(N(C)C)ccc2O[C@@H]1CN(C)C(=O)Nc1ccccc1	4.7	0.6
C[C@@H]1CN([C@H](C)CO)C(=O)CCCn2nncc2CO[C@@H]1CN(C)S(=O)(=O)c1cccc(F)c1	4.4	-1.1
COc1ccc(CNc2nc(SC)n[nH]2)cc1OC	-3.8	-1.0

Structures from the list above with bromine:
structure	mut p53 react	STK33 inh
CCn1c(SCC(=O)Nc2ccc([N+](=O)[O-])cc2C)nnc1-c1ccc(Br)cc1	-12.6	9.1
C[C@H](CO)N1C[C@H](C)[C@H](CN(C)C(=O)Nc2ccccc2)Oc2ncc(Br)cc2C1=O	8.4	-0.6
CC(C)C(NCCC(O)c1ccc(Br)cc1)C(=O)O (configuration not stated)	8.6	2.7

More compounds
structure	mut p53 react	STK33 inh
Cc1ccc(NC(=O)COc2ccccc2)c(NC(=O)c2cccs2)c1	10.0	6.6
C[C@@H]1CN([C@H](C)CO)C(=O)Cc2cc(NC(=O)CCN3CCOCC3)ccc2O[C@H]1CN(C)C(=O)Nc1ccccc1	-3.1	x
C[C@H](CO)N1C[C@H](C)[C@H](CN(C)Cc2ccccc2)Oc2ccc(NC(=O)Nc3ccc(C(F)(F)F)cc3)cc2C1=O	x	0.3
C[C@@H]1CN([C@H](C)CO)C(=O)c2cccc(NC(=O)c3ccncc3)c2O[C@@H]1CN(C)S(=O)(=O)c1cn(C)cn1	13.4	x
C[C@H]1CN([C@@H](C)CO)C(=O)CCCn2cc(nn2)CO[C@@H]1CN(C)C(=O)Nc1ccc2c(c1)OCO2	4.4	-4.9
CNC[C@H]1Oc2ccc(NC(=O)Nc3ccc(F)cc3)cc2C(=O)N([C@H](C)CO)C[C@@H]1C	-0.1	x
COc1ccccc1NC(=O)CSC1CC(=O)N(c2ccc(F)cc2)C1=O (configuration not stated)	-11.0	0.4
CCOC(=O)c1c(NC(=O)C2C3C=CC(C3)C2(C)C(=O)O)sc2c1CCCC2 (configuration not stated)	6.0	-7.4
CC(C)NC(=O)Nc1ccc2c(c1)C(=O)N([C@@H](C)CO)C[C@H](C)[C@@H](CN(C)Cc1ccccc1)OCCCC[C@H](C)O2	-12.8	x

Compound profiles, as listed above. Order of screens: mut p53 react, STK33 inh
Listed for `C[C@H]1CN([C@@H](C)CO)C(=O)CCCn2cc(nn2)CO[C@@H]1CN(C)C(=O)Nc1ccc2c(c1)OCO2` → 4.4, -4.9
Listed for `Cc1ccc(NC(=O)COc2ccccc2)c(NC(=O)c2cccs2)c1` → 10.0, 6.6

This is a subset, so the mix of outcomes need not match the whole.
